Source: PubChem
Fam108B counter: mouse Fam108B serine hydrolase inhibitors, primary screen, counter-screen for RBBP9 inhibitor project, biochemical, fluorescence polarization; inhibition, % at 9.51 µM; AID 1947, 2009; 300,000 compounds, 0.33% hits; recombinant Fam108B, FP-Rh probe fluorescence polarization;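 active = inhibition above the screen mean inhibition plus 3 SD, computed separately per campaign, cut at about 18% in these data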;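 also: inhibitors lower polarization as less probe binds the enzyme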
PME-1 inh: PME-1 inhibitors via competitive probe labeling, primary screen, biochemical, fluorescence polarization, FP-Rh probe, HTS; inhibition, % at 5.9 µM; Protein phosphatase methylesterase 1 (Homo sapiens), Q9Y570; recombinant PME-1; 320,000 compounds, 0.53% hits;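 active = inhibition above the campaign mean of all compounds plus 3 SD, cut at about 26% in these data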;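 also: competitive labeling of PME-1 active site by serine hydrolase directed probe; 0% = PME-1 with DMSO and 100% = wells lacking PME-1 enzyme; inhibitors block probe labeling so polarization falls and inhibition rises; many of its hits are not listed in these tables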
PAD4 inh: human PAD4 inhibitors, primary screen, biochemical, fluorescence polarization, 1536-well format. 330,000 compounds, 0.41% hits. inhibition, % at 6.36 µM. AID 485272, 2010. recombinant PAD4, RCA probe fluorescence polarization. Protein-arginine deiminase type-4 (Homo sapiens), Q9UM07;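 active = percent inhibition above a cutoff equal to the mean of all tested compounds plus 3 SD, cut at about 15% in these data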;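 also: 0% = PAD4 with RCA probe and DMSO and 100% = probe without PAD4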
Target sequence (Q9UM07 whole entry, looked up): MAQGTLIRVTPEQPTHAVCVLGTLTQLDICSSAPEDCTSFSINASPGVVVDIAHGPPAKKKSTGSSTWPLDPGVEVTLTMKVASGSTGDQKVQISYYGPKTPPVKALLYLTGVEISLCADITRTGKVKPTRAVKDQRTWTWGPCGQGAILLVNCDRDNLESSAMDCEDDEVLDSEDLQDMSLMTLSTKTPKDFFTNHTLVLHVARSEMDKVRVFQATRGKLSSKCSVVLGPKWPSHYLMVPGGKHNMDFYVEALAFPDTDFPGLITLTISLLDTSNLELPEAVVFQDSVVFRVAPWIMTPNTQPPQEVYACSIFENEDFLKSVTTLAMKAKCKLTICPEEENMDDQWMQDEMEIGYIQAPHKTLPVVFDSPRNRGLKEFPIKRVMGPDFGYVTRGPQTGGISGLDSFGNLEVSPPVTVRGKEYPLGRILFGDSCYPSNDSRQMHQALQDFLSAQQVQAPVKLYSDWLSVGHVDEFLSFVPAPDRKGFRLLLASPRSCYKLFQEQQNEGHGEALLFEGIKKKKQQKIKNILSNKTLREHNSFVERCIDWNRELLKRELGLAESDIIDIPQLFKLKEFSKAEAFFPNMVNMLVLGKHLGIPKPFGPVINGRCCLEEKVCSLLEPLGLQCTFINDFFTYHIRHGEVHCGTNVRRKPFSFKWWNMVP
MEX-5 binding: MEX-5 zinc finger RNA-binding disruptors – biochemical, C. elegans, fluorescence polarization, MLPCN library, primary screen. MEX-5/FITC-TCR2 RNA binding; hits give low values. activity score (negative = inhibition of binding), % at 10 µM. 300,000 compounds, 0.38% hits. AID 1832, 2009;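 active = inhibition past about -25% in most replicates, and total fluorescence under double the plate's negative control median, limit read from the data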;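 also: 0% = DMSO and -100% = 5 µM competing unlabeled TCR2 RNA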
Bcl-xL primary: inhibitors of human Bcl-xL, primary screen, biochemical, fluorescence polarization, HTS. Bcl-2-like protein 1 (Homo sapiens), Q07817. inhibition, % at 10.9 µM. GST-Bcl-xL / FITC-Bim BH3 peptide fluorescence polarization. 320,000 compounds, 0.7% hits;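 active = inhibition above the mean of all tested compounds plus 3 SD, cutoff set per campaign, cut at about 30% in these data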;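 also: 0% = DMSO wells and 100% = unlabeled Bim-BH3 peptide competitor; inhibitors lower millipolarization by displacing the labeled peptide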
GSTO1 inh: inhibitors of recombinant GSTO1, primary screen, counter-screen for RBBP9 inhibitor project, biochemical, fluorescence polarization. Glutathione S-transferase omega-1 (Homo sapiens), P78417. inhibition, % at 5.96 µM. 300,000 compounds, 1.1% hits. activity-based probe fluorescence polarization;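 active = inhibition above the campaign mean inhibition plus 3 SD, cut at about 35% in these data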;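 also: 0% = GSTO1-1 with DMSO and 100% = wells lacking GSTO1-1 enzyme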
Target sequence (P78417 whole entry, looked up): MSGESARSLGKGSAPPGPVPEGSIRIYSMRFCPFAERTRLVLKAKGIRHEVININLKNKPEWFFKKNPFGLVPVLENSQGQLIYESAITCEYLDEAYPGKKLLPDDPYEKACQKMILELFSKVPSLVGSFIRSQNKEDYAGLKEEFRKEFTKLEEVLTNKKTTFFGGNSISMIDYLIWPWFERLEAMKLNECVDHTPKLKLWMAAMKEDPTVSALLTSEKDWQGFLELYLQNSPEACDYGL
GLD-1 RNA inh: GLD-1/TGE RNA complex disruptors, primary screen, biochemical, fluorescence polarization; Female germline-specific tumor suppressor gld-1 (Caenorhabditis elegans), Q17339; purified GLD-1 + fluorescein TGE RNA; inhibition, % at 5.96 µM; 320,000 compounds, 0.44% hits; AID 2280, 2010;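 active = percent inhibition above a per-plate cutoff, the plate mean of test compounds plus 3 SD, cut at about 30% in these data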;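 also: 0% = DMSO wells with GLD-1 and probe and 100% = wells lacking GLD-1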
MCL1-BIM inh: inhibitors of MCL1 binding to BIM-BH3, primary screen, biochemical, fluorescence polarization. Induced myeloid leukemia cell differentiation protein Mcl-1 (Homo sapiens), Q07820. GST-MCL1 / FITC-Bim-BH3 fluorescence polarization. inhibition, % at 10.9 µM. 320,000 compounds, 0.68% hits. AID 2057, 2009;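 active = inhibition above the mean inhibition of all tested compounds plus 3 SD, set per campaign, cut at about 40% in these data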;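 also: 0% = DMSO wells and 100% = unlabeled Bim-BH3 peptide control; higher means more loss of mP so more displacement of Bim peptide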
TPT1 inhibitor: Candida albicans TPT1 enzyme inhibitors, primary screen, biochemical, fluorescence polarization | tRNA 2'-phosphotransferase TPT1 (Candida albicans SC5314) | recombinant caTPT1, FP RNA substrate dephosphorylation | inhibition, % at 5 µM | 300,000 compounds, 0.81% hits | AID 1962, 2009;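 active = inhibition above the mean of all tested compounds plus 3 SD, set per screening campaign, cut at about 24% in these data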;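 also: plate controls were DMSO alone for no effect and ferristatin control at 100 nM for full effect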
Numbers without * were called inactive; x = not tested or not shown. These rows are one share of the data. The share of hits here may be higher or lower than overall.

Molecule	TPT1 inhibitor	Fam108B counter	MCL1-BIM inh	PAD4 inh	GLD-1 RNA inh	GSTO1 inh	MEX-5 binding	Bcl-xL primary	PME-1 inh
COc1ccc(NS(=O)(=O)c2cccc(C(=O)N/N=C/c3ccc4c(c3)OCCO4)c2)cc1	-5.4	-54.8	7.4	3.1	9.6	-15.1	-0.9	4.5	-78.9
Cc1ccc2nc(SCC(=O)Nc3nonc3C)[nH]c2c1	-2.8	-0.6	-1.2	0.5	14.7	-2.1	6.4	-5.6	-6.1
CC(/C=N/NC(=O)c1n[nH]c2c1CCC2)=C\c1ccccc1	1.4	-1.9	-4.5	-5.6	3.7	-5.8	-0.9	3.0	-9.6
Cc1ccc(C(=O)NC(=S)Nc2cccc(NC(=O)c3ccccc3Cl)c2)cc1[N+](=O)[O-]	-1.4	-4.2	16.7	-1.0	7.5	-10.3	-1.4	5.7	-10.7
COc1ccccc1-c1coc2c(CN3CCCC(C)C3)c(O)ccc2c1=O (stereo not drawn)	-3.1	-4.4	7.8	-3.5	-0.2	3.8	0.0	5.4	-0.4
COc1ccc2ccc(OC)c(/C=N/n3cnnc3)c2c1	-2.3	-0.7	3.9	-3.6	6.2	0.1	-0.3	2.9	-0.4
COc1cccc(C2(C)NC(=O)N(CC(=O)c3cc(C)n(C4CC4)c3C)C2=O)c1 (stereo not drawn)	x	x	-4.3	1.5	-3.1	x	x	0.3	-1.4
O=C(NCCO)c1ccc(-c2nnc(N3CCOCC3)c3ccccc23)cc1	-4.1	-0.4	0.8	2.1	-0.3	-0.5	-1.2	2.4	6.1
COc1cccc(C(=O)NCCNC(=O)c2ccco2)c1	-0.3	1.1	-6.7	0.4	5.0	2.7	2.1	-0.9	4.8
COCCn1c(SCC(=O)Nc2sccc2C(N)=O)nc2cc(Cl)ccc2c1=O	-1.6	-5.0	14.1	-3.6	3.1	-10.3	-1.2	6.9	1.3
CN(C)C(=O)c1cn(-c2ccccc2)nc1-c1cc2ccccc2o1	-3.2	-0.7	6.2	-1.8	-3.4	-4.0	2.1	5.7	0.2
Cc1ccc(OCC(=O)Nc2ccccc2N2CCCC2)c(C)c1	-2.6	-4.0	5.1	-1.3	3.4	-1.9	-0.1	7.5	-2.0
CCN(CC)Cc1c(O)ccc2c(=O)c(Oc3ccccc3OC)coc12	-2.2	-0.2	2.8	-1.1	1.8	5.0	-1.7	8.2	3.5
CC(C)(C)NC(=O)NC(=O)Cn1cc(C(F)(F)F)ccc1=O	-0.9	-3.8	-1.9	-6.9	-0.8	0.6	-1.6	-2.0	-4.0
C#CCn1ccc(O)c(Cc2c(F)cccc2Cl)c1=O	-5.4	1.6	-0.7	-0.1	-1.2	3.8	-1.3	4.9	-1.7
O=c1cccc2c1c1cc[nH]c3ccc(=O)n2c31	-2.8	1.3	17.7	-1.1	22.9	-3.6	2.3	19.1	2.5
O=C(Nc1c2c(nn1-c1ccc(Cl)cc1)CS(=O)(=O)C2)C1CC1	-0.4	-4.2	3.4	-3.1	1.2	2.6	0.4	0.0	3.8
C=CCc1cc(C)ccc1OCCOCCN1CCN(C)CC1	0.6	4.2	0.8	0.9	1.7	3.0	0.8	1.9	-2.9
CCOC(=O)C(=O)Cc1nc2ccccc2s1	6.7	-0.5	-5.7	-13.5	46.2*	-2.1	5.6	-8.1	-8.0
COCCN1CCN(C(=O)c2cc(COc3ccc(Cl)cc3OC)on2)CC1	1.6	2.1	11.9	-2.8	-0.3	-3.3	1.7	6.0	-11.9

Molecule	TPT1 inhibitor	Fam108B counter	MCL1-BIM inh	PAD4 inh	GLD-1 RNA inh	GSTO1 inh	MEX-5 binding	Bcl-xL primary	PME-1 inh
CNCc1cn2cc(Cl)ccc2n1	0.7	1.3	8.9	-0.4	-3.8	-3.0	-2.8	4.6	1.7
CCCNc1c(NS(=O)(=O)c2ccc(C3CCCCC3)cc2)c(=O)oc2ccccc12	-0.4	-3.8	-9.1	-1.0	7.2	-1.1	1.0	-3.0	-2.5
COc1ccccc1C(=O)NCC(=O)NCCCN1CCOCC1	x	x	-1.2	1.9	5.1	x	x	-0.7	5.9
CCC(Sc1nc2ccccc2c(=O)n1CC1CCCO1)C(=O)NCc1cccnc1 (stereo not drawn)	3.1	1.1	3.9	-0.2	0.9	-5.8	0.5	-1.8	4.3
C=CCN1C(=O)c2oc3ccccc3c(=O)c2C1c1ccc(O)c(OC)c1 (stereo not drawn)	3.8	-0.2	-1.4	-1.1	0.2	0.3	-5.5	1.6	0.6
Cc1ccc(C2=NCCNC2=O)c(C)c1	-3.7	2.8	-0.5	0.0	1.6	4.4	-2.3	0.9	2.0
Cc1ccccc1C(=O)Nc1ccc2nc3n(c(=O)c2c1)CCCC3	0.6	0.9	1.8	0.4	3.3	4.2	-0.2	4.2	2.7
Cc1ccccc1-n1c(=O)cc(N2CC(C)OC(C)C2)[nH]c1=O (stereo not drawn)	-0.6	3.0	-3.9	4.6	2.8	2.6	-1.5	-4.8	-1.9
COc1ccc(-c2c[n+]3c(n2-c2ccccc2)CCCCC3)cc1	0.0	-3.1	9.5	-4.6	-8.3	-6.8	-1.0	0.8	-0.2
COCC(C)n1c(C)cc(C(=O)COC(=O)/C=C/c2cccc(F)c2)c1C (stereo not drawn)	2.2	-0.8	1.4	0.3	2.1	2.0	0.4	2.1	-7.2
CCn1nccc1C(=O)Nc1cccc(C)c1C	-0.8	1.1	3.1	0.1	1.2	2.2	-3.5	8.4	-3.9
CCOc1ccc(CN2CCNC(=O)C2CC(=O)N(C)CC2CCOCC2)cc1 (stereo not drawn)	-1.2	-2.9	8.1	-3.6	6.8	-0.4	0.1	11.2	0.6
CCc1ccc(CCC(=O)Nc2nnc(CC)s2)o1	0.5	0.6	-8.2	-3.9	0.9	-5.2	3.3	-5.0	1.3
COc1cccc(-c2nc(CS(=O)(=O)CC(=O)NCCc3ccc(OC)c(OC)c3)c(C)o2)c1	-0.6	0.4	6.1	0.0	3.4	2.6	1.2	0.1	-1.2
Cc1ccccc1C(=O)/C=C1/c2ccccc2CC(C)(C)N1C	-3.8	2.1	10.7	3.3	2.4	6.0	2.5	5.8	-1.1
CCC(C)NS(=O)(=O)c1ccc(NS(=O)(=O)c2ccc(F)cc2)cc1 (stereo not drawn)	-3.6	0.6	9.6	1.6	5.8	-6.2	-0.5	7.9	11.9
CC(C)N(C)C1CCN(C(=O)Nc2ccc(Cl)c(Cl)c2)CC1	-2.4	-1.8	-3.0	-0.5	3.3	-5.7	1.0	-4.3	-1.6
O=C(CCc1ccccc1)NNC(=O)Nc1cccc(Cl)c1	0.7	-1.7	8.5	-7.0	-2.1	0.2	1.2	4.0	-3.3
COc1cccc(CNC(=O)CS(=O)(=O)Cc2nc(-c3ccc(C)cc3)oc2C)c1OC	0.9	-5.5	1.1	-4.2	-0.3	-3.1	0.8	-1.6	-7.7
CSCCC(=O)NC1CC(C)(C)Cc2c1cnn2-c1ccccc1C (stereo not drawn)	-1.0	-0.7	5.1	1.1	3.2	6.1	0.8	2.9	0.2

Molecule	TPT1 inhibitor	Fam108B counter	MCL1-BIM inh	PAD4 inh	GLD-1 RNA inh	GSTO1 inh	MEX-5 binding	Bcl-xL primary	PME-1 inh
O=C(NNC1=C(C(=O)C(F)(F)F)CCC1)c1ccc(Br)cc1	-3.0	-5.5	-0.9	-5.9	7.7	2.7	-0.2	-3.9	-0.7
COc1ccc(Cl)cc1NC(=O)COC(=O)Cc1cccs1	2.7	3.2	2.0	-1.2	4.0	0.1	1.3	-1.1	6.5
COc1ccccc1C(=O)Nc1ccc(Cc2ccncc2)cc1	-0.6	4.7	-5.0	-1.1	6.7	2.8	1.1	-0.8	3.9
CC(=O)c1sc(N/N=C\c2ccccc2O)nc1C	135.8*	3.8	-49.6	-1.6	-57.9	-13.3	-2.0	-32.4	15.0
N#CC1=C(N)C(C#N)(C#N)C(c2ccncc2)C2CN(C(=O)OCc3ccccc3)CC=C12 (stereo not drawn)	10.3	1.1	14.1	6.2	0.2	9.6	-0.1	19.1	31.4*
COc1cc(OC)cc(C(=O)NC(=S)NCCc2ccccc2)c1	2.4	-5.1	3.1	1.9	5.5	-6.6	-2.0	0.6	-2.4
COc1cc(/C=C2\S/C(=N/S(=O)(=O)c3ccc(C)cc3)NC2=O)c([N+](=O)[O-])cc1OC	-3.9	-0.2	27.2	-13.9	17.8	28.0	-5.6	28.6	-2.1
COC(=O)c1sc(S(=O)(=O)Nc2ccc3cn[nH]c3c2)c(C(=O)OC)c1C	0.4	4.6	5.5	-1.9	-0.9	0.0	-2.7	11.1	3.3
CCCCNC(=O)c1ccc(NC(=O)CC2SC(N3CCCC3)=NC2=O)cc1 (stereo not drawn)	x	x	2.2	-7.3	-1.0	x	x	-0.1	3.3
COc1ccc(C)cc1NC(=O)CN1CCN(S(=O)(=O)c2ccc(F)cc2)CC1	-2.1	2.5	7.3	2.4	-14.4	8.0	-0.5	2.7	-1.1
COc1cccc(/C=N/NC(=O)CNC(=O)c2cccnc2)c1O	2.9	4.2	-6.1	1.4	-0.5	4.7	0.0	-2.4	-2.6
C=CCc1cc(S(=O)(=O)c2ccc(O)c(CC=C)c2)ccc1O	-2.5	-0.6	11.6	-0.7	5.5	-0.8	-0.6	3.3	-8.9
Cc1ccc(N/N=C2\CS(=O)(=O)N(C)c3ccsc32)cc1	1.5	7.4	3.1	-5.1	0.1	4.8	-0.9	-0.5	7.0
O=C(Cc1ccccc1)Nc1ccccc1N1CCCC1	1.2	1.7	-1.3	2.2	-2.2	0.8	0.9	5.0	1.8
CC(NC(=O)CN1C(=O)NC2(CCc3ccccc32)C1=O)c1ccc2c(c1)OCCO2 (stereo not drawn)	x	x	-4.8	-0.8	2.3	x	x	-4.4	1.5
O=C(CCCN1C(=O)CCC1=O)Nc1cccc(C(F)(F)F)c1	-1.9	-0.1	8.4	-0.9	6.2	13.1	-5.1	5.3	-3.2
Cc1cccc(-c2nc3ccc(C(=O)NCCN4CCN(C)CC4)cc3nc2-c2cccc(C)c2)c1	-2.1	-4.6	7.9	-5.5	0.0	-4.1	0.4	8.1	-7.5
CCCN1CCC(NC(=O)Cc2ccccc2C)CC1	-0.5	1.9	8.3	3.7	0.0	-1.8	1.3	3.9	1.1
OCC1C2c3ccccc3C(c3ccccc32)C1CO (stereo not drawn)	1.5	-4.2	-9.5	-11.8	-1.1	-0.3	1.8	-2.1	-10.1
COc1ccccc1NC(=O)N1CCCC1C(=O)Nc1nnc(C(C)C)s1 (stereo not drawn)	5.5	-4.5	2.8	-8.9	1.9	-1.2	0.1	-1.0	1.0
